CCHFV vOTU inh: blocks the CCHF virus ovarian tumor domain protease; CCHFV vOTU protease, Pep-AMC fluorescence; inhibition, % at 11.5 µM; actives 0.55% (n = 370,000); note: 0% = vehicle wells with enzyme and 100% = no enzyme wells
PrPC TRFRET: cell surface PrPC inhibition, primary TR-FRET screen; P04156; TR-FRET read-out; inhibition, % at 13.8 µM; actives 0.43% (n = 370,000); AID 720596; in the data active = inhibition above about 24%; note: 0% = median of the test wells and 100% = reference compound wells
BoNT A protease: BoNT A light chain protease inhibition | actives 0.17% (n = 360,000) | AID 588499 | inhibition, % at 10 µM | multiplex microsphere protease substrate cleavage, flow cytometry; in the data active = inhibition above about 30%; inconclusive = no clear call, values can overlap the other calls; note: plate controls were buffer without enzyme for full effect and enzyme alone for no effect
UGM FP inh: inhibitors of M. tuberculosis UDP-galactopyranose mutase. P9WIQ1. purified UGM, fluorescence polarization probe displacement. inhibition, % at 10 µM. actives 0.06% (n = 320,000); in the data active = inhibition above about 10%, passing the limit was not always enough; inconclusive = no clear call, values can overlap the other calls
Target sequence (P9WIQ1 whole entry, looked up): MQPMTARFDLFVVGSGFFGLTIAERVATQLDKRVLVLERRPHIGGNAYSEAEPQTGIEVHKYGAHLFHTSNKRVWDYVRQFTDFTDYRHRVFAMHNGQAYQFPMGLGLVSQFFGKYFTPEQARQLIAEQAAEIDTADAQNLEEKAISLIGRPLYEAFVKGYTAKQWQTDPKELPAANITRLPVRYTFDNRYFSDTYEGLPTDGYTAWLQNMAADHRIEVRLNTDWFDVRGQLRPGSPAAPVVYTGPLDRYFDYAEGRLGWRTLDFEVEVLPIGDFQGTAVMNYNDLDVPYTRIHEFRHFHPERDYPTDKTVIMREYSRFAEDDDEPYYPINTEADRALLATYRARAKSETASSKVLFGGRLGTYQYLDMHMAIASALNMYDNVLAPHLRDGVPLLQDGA
GDH-TPI inh: inhibits GDH-TPI coupling enzymes, artifact for Mtb FBA screen; actives 1.2% (n = 360,000); AID 588335; GDH-TPI coupled enzyme counterscreen, NADH absorbance; inhibition, % at 4.8 µM;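 note: 0% = DMSO wells and 100% = wells lacking the enzyme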
Mtb FBA inh: inhibits M. tuberculosis FBA enzyme | inhibition, % at 1 µM | actives 2.3% (n = 360,000) | P9WQA3 | AID 588726 | purified M. tuberculosis FBA, fluorescence read-out; in the data active = inhibition above about 27%;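 note: 0% = vehicle and 100% = reference inhibitor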
Target sequence (P9WQA3 whole entry, looked up): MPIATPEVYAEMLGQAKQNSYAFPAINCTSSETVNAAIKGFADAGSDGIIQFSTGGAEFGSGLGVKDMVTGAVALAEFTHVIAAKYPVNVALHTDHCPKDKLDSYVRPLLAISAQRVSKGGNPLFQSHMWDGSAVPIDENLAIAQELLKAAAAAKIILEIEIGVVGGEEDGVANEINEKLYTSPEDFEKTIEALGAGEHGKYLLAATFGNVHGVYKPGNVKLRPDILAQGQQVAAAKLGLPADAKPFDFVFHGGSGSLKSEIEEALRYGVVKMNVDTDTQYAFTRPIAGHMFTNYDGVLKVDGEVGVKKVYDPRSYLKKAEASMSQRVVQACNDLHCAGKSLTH
BioA inh: BioA (M. tuberculosis) enzyme inhibition | purified M. tuberculosis BioA enzyme, plate reader | inhibition, % at 9.99 µM | actives 0.096% (n = 360,000) | AID 602481; in the data active = inhibition above about 40%; inconclusive = no clear call, values can overlap the other calls
FadD28 FP inh: M. tuberculosis FadD28 bisubstrate binding inhibition | FadD28 bisubstrate probe binding, fluorescence polarization | inhibition, % at 12.5 µM | actives 0.22% (n = 360,000); in the data active = inhibition above about 8.5%, passing the limit was not always enough; inconclusive = no clear call, values can overlap the other calls
BoNT-F LC inh: inhibitors of Botulinum neurotoxin F light chain protease | actives 0.22% (n = 360,000) | inhibition, % at 10 µM | Multiplex microsphere protease cleavage assay, flow cytometry; in the data active = inhibition above about 35%, passing the limit was not always enough; inconclusive = no clear call, values can overlap the other calls; note: plate controls were buffer without enzyme for full effect and enzyme alone for no effect
Starred values were filed as active, the others as inactive; ? = inconclusive; · = not tested or not shown. Cut-off read from the data, not from the text of the source, unless noted: active = inhibition above about 30%; inactive = the rest.

SMILES	CCHFV vOTU inh	PrPC TRFRET	BoNT A protease	UGM FP inh	GDH-TPI inh	Mtb FBA inh	BioA inh	FadD28 FP inh	BoNT-F LC inh
COc1ccc2cc3c(N)c(C(=O)NCc4ccco4)sc3nc2c1	8	-16	4.8	0.0	14	9	1.4	1.6	-10
O=C(NCC1=C(c2ccc3ccccc3c2)C[C@@H]2CC[C@H]1N2Cc1ccco1)c1cccnc1	-2	-5	0.0	·	-4	0	-1.0	-3.7	-1
COc1ccc(CN(C)C(C)C(=O)N(C)CC(=O)Nc2ccc(C)cc2)cc1F (configuration not stated)	1	-3	-8.5	2.9	2	-1	0.7	-4.6	-15
CCC1=C(OC(=O)N(CC)CC)N2C(=O)OC(=NCC3CC3)[C@]2(Cc2ccccc2)[C@H]2C1=CC[C@H]1C(=O)N(C)C(=O)[C@H]12	-1	6	0.4	1.2	3	-1	0.7	-3.3	5
O=C(Nc1nnc(CCc2ccccc2)s1)c1cccs1	-1	-2	0.2	0.4	19	0	-0.7	-1.7	1
COc1cccc(C(=O)N2CCC(n3nccc3NC(=O)CCOc3ccccc3)CC2)c1	4	-5	-1.2	-1.3	-7	-1	0.1	-1.6	-11
COc1cccc(C(=O)Nc2ccc(C(=O)O)cc2)c1	10	-3	0.8	-1.5	1	-2	-0.9	-3.0	-4
CCOc1ccccc1NC(=O)CCNC(=O)C1CCN(S(=O)(=O)c2ccccc2)CC1	-3	2	-0.4	·	3	-1	-0.8	0.4	-2
Cc1ccc(OCC(=O)O/N=C(\N)Cc2ccc(Cl)cc2)cc1	17	5	-0.5	5.6	-4	1	0.0	-2.1	-16
CN1C(=O)C(C(=O)NC(C)(C)C)C2c3ccccc3OC13CCCCC23 (configuration not stated)	-6	-5	-0.5	-1.1	-4	-1	-1.1	-0.7	-9
O=C(COC(=O)c1ccc(Br)o1)NC12CC3CC(CC(C3)C1)C2	6	-4	-0.4	2.6	1	0	-0.3	0.8	-16
O=C(O)C(Oc1ccc2c(-c3ccccc3)cc(=O)oc2c1)c1ccccc1 (configuration not stated)	5	-4	-1.3	0.8	10	0	·	-3.0	8
O=C(CCc1ccccc1)NCc1cccnc1	6	2	0.3	-0.5	3	-7	-2.1	-3.6	20
COC(=O)c1c(C)[nH]c(C=O)c1-c1ccccc1	-13	2	1.2	-1.0	17	1	5.7	-2.5	-4
O=C(O)CC1C(=O)NCCN1C/C=C/c1ccccc1 (configuration not stated)	-1	-10	-0.2	1.9	0	4	-0.1	0.1	1

Look-ups from the list.
BoNT A protease result of CN1C(=O)C(C(=O)NC(C)(C)C)C2c3ccccc3OC13CCCCC23 (configuration not stated) = -0.5
PrPC TRFRET result of O=C(O)CC1C(=O)NCCN1C/C=C/c1ccccc1 (configuration not stated) = -10

The list continues:
SMILES	CCHFV vOTU inh	PrPC TRFRET	BoNT A protease	UGM FP inh	GDH-TPI inh	Mtb FBA inh	BioA inh	FadD28 FP inh	BoNT-F LC inh
CCC(=O)Nc1cccc(C(=O)/C=C/c2ccccc2)c1	1	6	-0.2	-2.3	14	-6	2.1	-2.7	-1
O=C1NC2(CCCCCC2)Oc2ccccc21	7	-4	0.1	1.5	1	-2	·	-3.8	2
O=S(=O)(Nc1ccccc1O)c1ccc(-c2ccccc2)cc1	11	-4	-0.8	0.4	0	2	·	-2.0	-3
CC(C)(CN1CCN(c2ccccc2)CC1)NS(=O)(=O)c1ccccc1	-6	-4	-1.5	2.0	1	3	2.5	0.4	-4
Cc1cccc(CN2CCCC(C(=O)c3ccc4c5c(cccc35)CC4)C2)n1 (configuration not stated)	-25	-7	1.8	1.5	14	5	-1.0	-1.8	0
COc1ccc2cc3[n+](cc2c1O)CCc1cc2c(cc1-3)OCO2	101*	-16	-1.2	·	·	·	·	·	-50
CC(C)c1ccc(COC(=O)CN2C(=O)NC3(CCCCC3C)C2=O)cc1 (configuration not stated)	18	-5	0.0	·	-10	-3	-1.8	-4.6	1
Cc1cccn2c(=O)c3cc(C(=O)NCc4ccc(F)cc4)c(=N)n(CCCN4CCOCC4)c3nc12	-59	-11	-1.6	·	9	80*	·	-0.6	-5
C#CCOCCOCCOCCNc1nc(N2CCN(C(=O)Cn3cc(CCCN=C(N)N)nn3)CC2)nc(N2CCN(C(=O)[C@H](CCCCN)n3cc(CCCC)nn3)CC2)n1	-2	-3	-0.6	1.7	-3	7	-1.7	1.3	-23
CC(=O)c1sc(NC(=O)c2ccc(C)c(C)c2)nc1C	-2	8	1.0	0.1	9	-2	·	-3.7	6
O=C(CC1SC(=O)NC1=O)Nc1ccc(Cl)cc1 (configuration not stated)	1	6	-0.2	4.7	-4	-3	-0.1	-0.6	-2
COC(=O)Oc1ccc(/C=N/NC(=O)CN(c2ccccc2Br)S(C)(=O)=O)cc1OC	6	1	0.5	-0.5	2	-2	0.7	-4.4	2
CCCc1noc(-c2ccc(-c3ccccc3)cc2)n1	1	-1	-0.3	-2.4	-12	-10	·	-3.7	-3
O=C(O)Cc1ccc(NS(=O)(=O)c2c(Cl)cccc2Cl)cc1	-7	-3	0.2	0.7	-5	1	·	-2.6	-5
CCOc1ccccc1C1C(C#N)=C(N)Oc2cc(N)ccc21 (configuration not stated)	-6	1	3.1	0.8	9	4	1.2	2.2	0

Random excerpt: 5 records from the list.
SMILES	CCHFV vOTU inh	PrPC TRFRET	BoNT A protease	UGM FP inh	GDH-TPI inh	Mtb FBA inh	BioA inh	FadD28 FP inh	BoNT-F LC inh
COC(=O)Oc1ccc(/C=N/NC(=O)CN(c2ccccc2Br)S(C)(=O)=O)cc1OC	6	1	0.5	-0.5	2	-2	0.7	-4.4	2
CCOc1ccccc1C1C(C#N)=C(N)Oc2cc(N)ccc21 (configuration not stated)	-6	1	3.1	0.8	9	4	1.2	2.2	0
COc1ccc2cc3[n+](cc2c1O)CCc1cc2c(cc1-3)OCO2	101*	-16	-1.2	·	·	·	·	·	-50
C#CCOCCOCCOCCNc1nc(N2CCN(C(=O)Cn3cc(CCCN=C(N)N)nn3)CC2)nc(N2CCN(C(=O)[C@H](CCCCN)n3cc(CCCC)nn3)CC2)n1	-2	-3	-0.6	1.7	-3	7	-1.7	1.3	-23
O=C1NC2(CCCCCC2)Oc2ccccc21	7	-4	0.1	1.5	1	-2	·	-3.8	2

More records.
SMILES	CCHFV vOTU inh	PrPC TRFRET	BoNT A protease	UGM FP inh	GDH-TPI inh	Mtb FBA inh	BioA inh	FadD28 FP inh	BoNT-F LC inh
Cc1c(C(=O)Nc2ccncc2)sc2nc(-c3ccccc3)cn12	6	20	0.2	3.2	8	1	-0.1	-6.9	2
Cc1cc(C)c(OCC(=O)Nc2ccc(NC(=O)c3ccco3)cc2)c([N+](=O)[O-])c1	-15	-13	-0.4	1.6	10	2	-3.1	-0.2	0
CC1CC(C)(C)NC2(CCCC2)N1 (configuration not stated)	12	1	-0.5	·	-2	1	-1.2	-0.8	-15
Cc1ccc(S(=O)(=O)N2CC(=O)Nc3ccccc32)cc1	-1	7	-0.5	0.9	-4	0	0.1	-1.2	-9
Cc1cc(C)cc(N2C(=O)CC(c3ccccc3)CC2=O)c1	3	-2	-0.5	0.9	-8	2	-0.7	0.1	1
NCCCC[C@H]1CNC(=O)C(=O)N1CCC12CC3CC(CC(C3)C1)C2	2	-2	0.4	2.8	-8	-2	0.6	-3.0	-10
Cc1cc(C)cc(NC(=S)NCC2CCN(C(C)c3ccccc3)C2)c1 (configuration not stated)	-14	-1	1.0	-4.2	8	0	-1.3	-4.7	3
Cc1cc(/C=C2\NC(=O)NC2=O)c(C)n1-c1ccc(N2CCOCC2)cc1	-2	-5	4.7	-0.5	21	-2	-0.8	-1.2	?
Cc1ccc(C(=O)N/C(=C\c2ccccc2)C(=O)OCc2ccccc2)cc1	-14	-7	0.6	·	0	0	·	-2.2	2
O=C(CN1C(=O)c2cccc3cccc1c23)Nc1ccc(S(=O)(=O)N2CCOCC2)cc1	3	-2	1.1	1.3	11	5	-1.1	-1.5	8
COc1cccc(C(=O)C2CCCN(Cc3ccon3)C2)c1 (configuration not stated)	2	-3	-1.7	1.1	4	-3	·	-4.7	-2
COc1c(O)ccc2cnn(-c3ccccc3C)c(=O)c12	-1	-1	1.2	1.9	3	-3	-2.5	-0.4	3
COc1ccc(CCNC(=O)c2c(O)c3cc(OC)c(OC)cc3[nH]c2=O)cc1OC	15	7	0.0	·	3	1	-1.3	0.5	-4
COc1ccc([N+](=O)[O-])cc1NC(=O)C(C)OC(=O)C1CCC1 (configuration not stated)	4	-17	3.0	4.6	10	2	·	-1.6	8
COc1cccc(NC(=O)C(Cc2ccccc2)n2cccc2)c1 (configuration not stated)	-2	14	-0.7	-1.6	-7	-8	·	-5.4	-1
O=C(NCCc1ccccc1)c1cccc(S(=O)(=O)NCc2ccccc2)c1	1	-2	0.4	1.4	2	-1	1.0	-2.1	1
S=c1[nH]nc(CCc2ccccc2)n1Cc1ccccc1	4	2	1.4	-2.4	-7	3	2.3	-0.6	1
CCN(CC)CCNC(=O)c1ccc(NC(=O)c2cc(S(=O)(=O)N3CCCCC3)ccc2N2CCOCC2)cc1	0	5	1.8	·	1	1	-0.3	-0.6	-3
CCOC(=O)c1c(NC(=O)COC(=O)c2nccnc2N)sc2c1CCC2	-2	-5	2.0	0.3	13	45*	-1.6	0.5	19
O=C(O)c1ccc(Cl)c(S(=O)(=O)Nc2ccc(OCc3ccccc3)cc2)c1	13	3	-1.3	0.9	6	2	2.1	-4.0	2
O=C(NC1CCCCC1)C1c2ccccc2OCC(=O)N1Cc1cccnc1 (configuration not stated)	-4	-2	-0.5	·	·	·	·	·	-1
COCCNC(=O)/C(C#N)=C/c1cccc(/C=C(\C#N)C(=O)NCCOC)c1	5	4	-1.6	-0.8	8	-3	·	-1.2	-13
O=C(COc1ccccc1F)Nc1ccc(S(=O)(=O)N2CCCC2)cc1	-2	1	2.0	3.0	4	3	-3.2	·	3
O=S(=O)(c1ccccc1)N1CCN=C1SCc1ccccc1	1	-1	0.0	-0.9	7	0	·	-1.8	-2
Cc1cnc(NS(=O)(=O)c2ccccc2)c(C)n1	-8	-4	-1.1	-0.5	11	2	-8.0	-0.7	8
CC(C)CC1OC(C)CC2=C1C(=O)OC(C)(C)O2 (configuration not stated)	2	-1	-0.6	·	·	·	·	·	-9
Nc1ccc2nc(SCC(=O)N3CCN(c4ccccc4)CC3)sc2c1	-10	9	-0.6	1.7	7	3	·	1.2	-11
COC(=O)Cc1ccc(OCC(=O)Nc2ccc(OC(F)(F)F)cc2)cc1	12	19	-0.4	-0.2	-1	0	·	-0.6	-5
CCOc1[nH]n(-c2ccc(Cl)cc2)c(=O)c1C=Nc1ccc(O)cc1	3	-7	0.2	-1.4	25	-6	·	-3.8	9
C/C(=N\N1CCCCCC1)c1c(O)n(-c2ccc(Cl)cc2)c(=O)[nH]c1=O	0	2	-0.2	1.0	19	-1	-1.3	-0.6	-6
CCOC(=O)c1ccc(-c2ccc(/C=N/NC(=O)CN(c3ccccc3Br)S(C)(=O)=O)o2)cc1	-3	-4	-0.2	-1.3	32*	6	·	-4.2	-5
O=c1ccc(-c2n[nH]c(=S)n2-c2ccc(F)c(Cl)c2)n[nH]1	5	-2	-0.8	-1.9	4	-1	0.3	-2.4	-5
C=CCc1cc(C=O)cc(OC)c1OCc1ccc(C(=O)O)cc1	4	1	0.6	5.4	5	6	·	-0.4	5
COc1ccc(CN2C(=O)c3ccccc3C2=O)cc1	-8	8	3.1	1.7	17	0	-0.2	-2.0	?
O=C(NCc1nc2ccccc2[nH]1)C1=C[C@H](c2ccc(C(F)(F)F)cc2)C[C@H](OCCCCO)O1	3	1	-0.4	1.1	13	0	0.1	-22	-10
COc1ccc(OC)c(C2CC(=O)N3CN(c4ccc(C)c(Cl)c4)CSC3=C2C#N)c1 (configuration not stated)	3	0	0.1	-0.7	10	-4	-2.5	0.4	1
NC(=O)c1ccc(NC(=O)CCN=C2NS(=O)(=O)c3ccccc32)cc1	5	6	-4.3	-0.8	2	6	·	0.6	8
Cc1nn(CC(=O)N2CCN(Cc3ccccc3)CC2)c(=O)c2ccccc12	0	4	0.6	-2.2	-3	-3	0.1	0.8	-33
O=C(NCCCN1CCOCC1)C(=O)NCc1ccco1	-7	9	-0.6	1.2	6	0	·	0.5	2
Cc1c(Cl)cccc1NC(=O)NCc1ccccn1	1	2	-1.6	-2.8	-1	1	-0.9	-0.5	-3
COc1cc(/C=N/NC(=S)Nc2cccc(C(=O)O)c2)ccc1O	5	-8	-0.2	2.7	32*	4	1.7	-5.5	-4

Assay outcomes: PubChem BioAssay, several laboratories
